HKDC1 inh: blocks human hexokinase HKDC1 activity. Q2TB90. recombinant HKDC1, G6PDH/diaphorase resazurin coupled fluorescence. inhibition, % at 20 µM. hit rate 0.16% among 340,000. AID 493160;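 active = inhibition above about 35% when tested at 20 µM, limit read from the data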;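 also: plate controls were DMSO wells with enzyme for no effect and DMSO wells lacking enzyme for full effect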
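Assay system: in-house recombinant HK5 (HKDC1) enzyme. Input: HKDC1 at 5 µg/mL. Medium: Tris pH 8.0 buffer with MgCl2, Tween-20, BSA, BME. Dosing: single 20 µM dose. Schedule: 90 min reaction incubation at room temperature, dark. Signal: resazurin-to-resorufin fluorescence via G6PDH and diaphorase coupling, 525/613 nm. Controls: DMSO-enzyme wells negative, buffer-substituted wells positive.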
SENP8 block: blocks human SENP8 cleavage of Nedd8 substrate. recombinant SENP8, Nedd8 substrate fluorescence. inhibition, % at 20 µM. hit rate 0.64% among 360,000. AID 602440; in the data active = inhibition mostly above about 40%, no sharp cut-off; inactive = mostly below about 27%
Target sequence (Q96LD8 whole entry, looked up): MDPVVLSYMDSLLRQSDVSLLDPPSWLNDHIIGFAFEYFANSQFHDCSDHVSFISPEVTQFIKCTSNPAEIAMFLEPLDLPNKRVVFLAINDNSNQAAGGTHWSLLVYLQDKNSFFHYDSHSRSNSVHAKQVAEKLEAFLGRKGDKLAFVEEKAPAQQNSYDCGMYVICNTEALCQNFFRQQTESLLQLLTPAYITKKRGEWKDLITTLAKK
SENP6 block: blocks the human protease SENP6 | Q9GZR1 | Recombinant SENP6 catalytic domain, aminoluciferin luminescence | hit rate 1.8% among 330,000 | inhibition, % at 10 µM;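 active = inhibition above about 50% at the single tested dose, limit read from the data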;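 also: plate controls were DMSO wells with enzyme for no effect and DMSO wells lacking enzyme for full effect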
MPTP inh: permeability transition pore inhibition | inhibition, % at 10 µM | AID 602449 | isolated mouse mitochondria, Ca2+ swelling absorbance, 30 min | hit rate 1.4% among 360,000;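 active = inhibition of 50% or more, scaled per plate between neutral and stimulator controls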;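 also: 0% = DMSO wells given calcium and 100% = 1 mM EGTA wells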
NR3A LBD binder: modulates the human NR3A ligand-binding domain; Tm shift relative to glycine control, % at 25 µM; hit rate 2.5% among 340,000; NR3A LBD differential scanning fluorimetry, Tm shift; 0% = protein alone, 100% = glycine-bound protein;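 active = melting temperature shift of at least 10% of the positive control shift, at one fixed dose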
ATG4B inhibitor: inhibitors of human ATG4B cysteine protease | AID 504462 | ATG4B cleavage of LC3-PLA2, NBD-HPC fluorescence, 1 h | hit rate 0.51% among 340,000 | Q9Y4P1 | inhibition, % at 8.33 µM; in the data active = inhibition above about 40%
Target sequence (Q9Y4P1 whole entry, looked up): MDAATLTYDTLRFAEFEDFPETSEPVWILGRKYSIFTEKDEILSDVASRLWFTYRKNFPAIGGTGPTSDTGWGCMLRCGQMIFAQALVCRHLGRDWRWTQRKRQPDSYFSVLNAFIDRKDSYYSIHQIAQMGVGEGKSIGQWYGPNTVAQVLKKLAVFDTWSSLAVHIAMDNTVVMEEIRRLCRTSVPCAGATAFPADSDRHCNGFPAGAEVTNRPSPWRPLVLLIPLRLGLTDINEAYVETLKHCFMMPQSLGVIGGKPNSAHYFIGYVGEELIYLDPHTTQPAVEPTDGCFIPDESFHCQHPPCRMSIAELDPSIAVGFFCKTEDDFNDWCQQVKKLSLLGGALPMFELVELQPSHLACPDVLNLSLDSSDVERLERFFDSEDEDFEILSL
SENP7 block: inhibitors of human SENP7 protease; recombinant SENP7, Z-RLRGG-aminoluciferin luminescence, 40 min; inhibition, % at 5 µM; hit rate 1.5% among 330,000;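 active = inhibition above about 50% at the single test dose, limit read from the data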;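 also: plate controls were DMSO with enzyme for no effect and no enzyme buffer wells for full effect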
Target sequence (Q9BQF6 706-1050 limits assumed): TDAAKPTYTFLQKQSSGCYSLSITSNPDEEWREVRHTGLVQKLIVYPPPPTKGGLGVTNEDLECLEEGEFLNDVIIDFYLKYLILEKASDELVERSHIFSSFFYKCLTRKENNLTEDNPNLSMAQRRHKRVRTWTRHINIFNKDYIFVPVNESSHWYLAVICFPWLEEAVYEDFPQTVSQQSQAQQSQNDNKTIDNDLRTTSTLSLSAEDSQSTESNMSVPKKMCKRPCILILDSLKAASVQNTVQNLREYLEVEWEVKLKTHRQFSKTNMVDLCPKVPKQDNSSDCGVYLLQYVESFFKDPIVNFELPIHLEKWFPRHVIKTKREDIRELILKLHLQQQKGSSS
PfGluPho inh: PfG6PD (Plasmodium falciparum) enzyme inhibition; inhibition, % at 20 µM; AID 504690; PfGluPho enzyme, NADPH resazurin-diaphorase fluorescence; hit rate 0.78% among 350,000;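 active = inhibition reaching at least a set limit at 20 µM in the primary screen, cut at about 59% in these data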;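 also: 0% = DMSO wells with substrate and 100% = DMSO wells lacking glucose-6-phosphate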
Starred values were filed as active, the others as inactive; · = not tested or not shown.

SMILES	HKDC1 inh	SENP8 block	SENP6 block	MPTP inh	NR3A LBD binder	ATG4B inhibitor	SENP7 block	PfGluPho inh
COc1ccc(N(CC(=O)NCCc2ccccc2)C(=O)c2csnn2)cc1	-0.1	7.7	-14.2	-1.2	-0.9	-4.1	-6.6	-12.1
COC(=O)C1CCN(C(=O)c2c(-c3ccccc3Cl)noc2C)CC1	3.5	38.0	-18.6	0.0	0.5	-15.6	-11.9	-1.2
Cc1ccc(C)c(C(=O)N(C)CC(=O)Nc2ccccc2C(F)(F)F)c1	-8.8	9.5	19.0	-2.7	-0.1	-1.8	3.0	-0.3
CN1CCN(C(=O)c2ccccc2NC(=O)c2ccccc2Br)CC1	-1.3	6.5	5.8	-0.4	1.8	-5.8	0.0	4.2
C=CCN1CC(c2nc3ccccc3n2Cc2cccc3ccccc23)CC1=O (stereo unspecified)	3.5	0.8	-11.6	-0.9	-0.3	-17.1	-9.4	16.5
CCOC(=O)/C(C#N)=C1\Nc2ccccc2N=C1N(CC(C)C)CC(C)C	-6.3	-199.5	-5.1	2.6	-0.7	-13.1	7.7	14.3
Cc1cc2sc3nc(=O)n(-c4ccccc4)c(=O)n3c2cc1C	-1.2	13.8	31.6	7.3	3.7	-2.0	-6.3	11.3
CC(C)C[C@H](NC(=O)[C@@H]1Cc2c([nH]c3ccccc23)C2c3ccccc3C(=O)N21)C(=O)N1CCC[C@@H]1C(=O)O (stereo partly specified)	0.1	0.1	-12.6	1.2	-1.9	-4.0	5.1	-14.7
CCN(CC(=O)Nc1ccc(OC)cc1)C(=O)Cc1ccsc1	4.4	1.5	-5.9	-0.5	-0.8	-2.3	0.8	23.5
Cc1cc(C)nc(NS(=O)(=O)c2ccc(N=Cc3c(C)[nH]n(-c4ccccc4)c3=O)cc2)n1	16.6	31.1	3.5	1.0	6.6	-10.7	0.8	-5.5
CCN(CC)CCCN(C(C)=O)c1nc(-c2cc(OC)ccc2OC)cs1	14.5	8.0	-13.0	-3.2	-0.5	1.2	7.4	2.8
CCc1noc(C)c1C(=O)OCC(=O)NC(C)c1ccccc1 (stereo unspecified)	-6.4	12.9	-8.9	0.1	1.8	0.5	1.0	-0.3
CCn1cc(C(=O)NCCCOC)c(=O)c2cc(S(=O)(=O)N(C)C3CCCCC3)ccc21	6.8	10.3	-7.3	-0.8	-2.1	3.2	-13.5	-1.1
CC12CCCC[C@@H]1CCC1C2CCC2(C)C1CC[C@@]2(O)CNCCO (stereo partly specified)	1.2	18.9	-13.8	-1.3	-3.0	-7.2	-0.4	9.0
COc1cc(C(c2c(O)cc(C)[nH]c2=O)c2c(O)cc(C)[nH]c2=O)ccc1O	-4.6	22.8	-11.5	0.2	-0.2	8.0	1.9	-6.7
Cc1nn(C)cc1/C=C/C(=O)c1cccs1	1.8	-40.9	0.0	-0.5	0.3	-8.7	-7.3	-2.1
COc1ccc(/C=C(\C#N)C(=O)Nc2cccnc2)cc1	12.7	16.0	-0.5	-2.5	2.2	-6.2	-6.2	-4.5
COc1cccc(C(=O)NC2CC3CCCC(C2)N3CC(=O)Nc2ccccc2C(F)(F)F)c1 (stereo unspecified)	-1.6	29.2	-10.8	1.1	-4.7	-4.4	1.2	5.8
CC1CCCCC1NCC#CCOc1ccc(Cl)cc1 (stereo unspecified)	-9.6	11.8	-39.5	3.5	-1.2	16.2	3.7	7.9
O=C(Nc1ccc(N2CCOCC2)cc1)c1cnccn1	-3.1	8.5	22.4	-0.6	-2.4	-0.5	2.0	-14.7
CCCCCCOc1ccc(-c2ccc(C#N)cn2)cc1	-4.8	-303.2	7.6	2.5	3.2	-4.0	-1.9	-20.2
CCNC(=S)NCCN1CCCCC1	6.0	13.9	1.9	-6.2	-0.2	4.6	-3.8	0.7
CC(C)CC(=O)Nc1c2c(nn1-c1cccc(Cl)c1)CS(=O)C2 (stereo unspecified)	-5.9	23.4	-19.6	-1.3	2.1	-3.0	-2.1	0.1
COc1cc(CNn2cn[nH]c2=S)cc(Cl)c1OCc1ccccc1	-0.6	11.5	-2.7	-0.1	-29.9	5.0	-7.1	18.0
COc1ccc(S(=O)(=O)Cc2ccc(C(=O)N3CCN(c4ccccn4)CC3)o2)cc1	-5.2	-40.9	2.6	0.4	0.1	-7.7	2.2	14.0
CCCCC(=O)NC(=S)NNC(=O)CC	0.2	26.7	-5.8	-0.2	0.7	-5.7	2.3	9.6
COc1ccc2nc(C)c3c(c2c1)OC(C)C3 (stereo unspecified)	-4.9	-79.0	-1.2	-6.5	-0.4	-6.4	-7.4	-11.1
CCOC(=O)c1sc2nc(C)nc(SCC(=O)NC3CCS(=O)(=O)C3)c2c1C (stereo unspecified)	12.2	-6.4	-8.2	-0.4	-4.9	0.5	-12.3	-4.5
COc1ccc(Br)cc1S(=O)(=O)n1c([N+](=O)[O-])cnc1C	-3.7	25.4	18.3	0.2	1.2	5.3	-2.0	-9.8
COc1ccc(-c2cc(C(=O)N3CCCC(C(F)(F)F)C3)c3ccccc3n2)cc1OC (stereo unspecified)	0.6	-407.6	-9.8	-1.1	18.1*	-15.5	-12.3	11.3
COc1ccc2c(c1)SCC(=O)N2C	3.6	12.7	-6.2	-0.3	-0.6	-8.5	7.7	-7.2
O=C(COC(=O)c1ccc(Cl)nc1)NC1CCCc2ccccc21 (stereo unspecified)	-9.6	6.0	-2.3	-0.4	-3.2	-4.8	5.7	6.0
CCc1ccc(N(C(=O)c2snc(C(N)=O)c2N)C(C(=O)NC2CCCC2)c2ccncc2)cc1 (stereo unspecified)	-3.2	-304.9	8.3	2.5	-1.3	-4.5	8.2	18.2
COc1ccccc1CNC(=O)CCN=C1NS(=O)(=O)c2ccccc21	0.0	11.9	-14.0	0.3	0.1	3.1	-3.5	-2.0
COc1ccc(S(=O)(=O)N2CCC(C(=O)NCc3cccc(OC)c3)CC2)cc1	-2.8	-1.1	-6.1	0.9	1.0	17.8	0.1	1.4
O=C(CNC1CCCCC1)Nc1cc(S(=O)(=O)N2CCOCC2)ccc1Cl	-1.9	11.5	6.2	-0.9	-0.8	1.2	-4.5	-15.2
COc1ccccc1C(=O)Nn1c(-c2cccs2)nc2ccccc2c1=O	-1.7	-16.7	10.1	-0.8	1.6	0.8	2.3	-15.2
CC(C)NC(=S)N1CCN(S(C)(=O)=O)CC1	-7.5	13.8	-10.8	0.0	0.2	2.2	1.9	1.5
O=C(CSc1nncs1)Nc1ccc(Cl)cc1C(F)(F)F	1.4	7.0	-9.9	1.7	0.2	3.7	-10.4	-8.5
CC(C)(C)OC(=O)NC(Cc1ccccc1)C(=O)O (stereo unspecified)	0.5	8.5	-17.6	-1.4	0.5	-5.6	4.9	-8.2
Cc1ccc(C)c(NC(=O)CCOc2ccccc2)c1	-2.0	8.4	·	1.6	-0.3	-7.8	·	10.0
O=C(OCc1nc2scc(-c3ccccc3)c2c(=O)[nH]1)c1cc(Cl)ccc1[N+](=O)[O-]	8.3	-9.5	0.1	0.5	-7.0	-3.5	3.6	-0.5
CC(Oc1cc2oc(=O)c3c(c2cc1Cl)CCC3)C(=O)NCCCN1CCOCC1 (stereo unspecified)	-2.4	-93.7	4.7	-1.8	-4.5	-6.3	3.8	-1.9
Cc1cc(C)nc(SCc2nnc(SCC(=O)Nc3ccccc3C)n2Cc2ccco2)n1	-1.5	18.7	4.9	0.1	-0.8	-8.4	3.2	-9.6
CCCCOc1ccc(/C=C/C(=O)Nc2ccc(C(N)=O)cc2)cc1	3.8	-62.9	-14.7	1.3	21.5*	7.9	-6.0	-10.7
CC1CCCC(O)(C(C(=O)O)c2ccccc2)C1 (stereo unspecified)	8.0	12.2	·	-0.5	0.6	7.0	·	-20.3
Cc1ccccc1NC(=O)NNC(=O)c1ccc2ccccc2c1	2.6	-0.5	8.8	-1.2	0.9	-2.6	-4.7	3.2
Nc1ncc(Br)cc1S(=O)(=O)NC1CCCCC1	4.7	-29.1	-12.4	-1.0	1.5	1.8	7.7	-0.4
Cc1nc(-c2ccccc2O)n(S(=O)(=O)N(C)C)n1	-3.5	18.5	-7.9	-0.4	2.8	1.8	4.1	-13.2
O=C(NCCOC(=O)c1ccccc1)c1ccc([N+](=O)[O-])cc1	2.6	5.8	-0.8	0.5	0.2	0.1	-4.8	4.8
CC1C(=O)CC(c2ccc([N+](=O)[O-])cc2)NC1c1ccc([N+](=O)[O-])cc1 (stereo unspecified)	3.6	14.4	5.2	-0.4	-0.6	-2.2	4.7	-0.9
Cc1ccc(NC(=O)O/N=C/c2c(C)nn(C(C)(C)C)c2C)cc1Cl	2.2	13.3	52.4*	10.3	-4.4	-19.6	51.6*	19.3
CC(C)(C)c1nc2c(s1)CCc1onc(-c3ccc(Cl)cc3)c1-2	-3.4	10.1	-22.3	0.0	-8.8	-11.4	11.7	-1.1
CS(=O)(=O)c1ccc(C(=O)NC2CCCCC2)cc1	-8.7	6.8	-6.0	-1.0	2.4	-0.1	2.4	-1.7
O=C(NCCOCCOCCNC(=O)c1cccnc1)c1cccnc1	2.3	13.2	-3.7	-0.2	0.7	-6.3	8.6	-16.4
O=C(c1cc2sccc2n1Cc1ccccc1)N1CCc2ccccc21	4.0	9.8	-3.4	-2.1	-2.6	18.6	5.1	0.4
CC(=O)c1sc(NC(=O)CCS(=O)(=O)c2ccc(C)cc2)nc1C	5.1	15.0	2.2	-0.6	0.3	-3.0	1.1	9.4
C=CCC1(N(C(C)=O)c2ccccc2C)CCCCC1	-7.0	15.8	-0.9	2.1	-7.4	-0.8	-7.4	-11.1
CCOc1ccccc1NS(=O)(=O)N(C)C	-2.9	2.8	4.5	1.9	-2.2	3.3	6.8	22.1
NC(=O)CCCC1=NS(=O)(=O)c2ccccc2N1	-4.8	16.8	5.1	0.7	0.3	-4.7	5.2	-3.3

Fetched by structure from the list above, 4 records:
SMILES	HKDC1 inh	SENP8 block	SENP6 block	MPTP inh	NR3A LBD binder	ATG4B inhibitor	SENP7 block	PfGluPho inh
NC(=O)CCCC1=NS(=O)(=O)c2ccccc2N1	-4.8	16.8	5.1	0.7	0.3	-4.7	5.2	-3.3
Cc1ccc(NC(=O)O/N=C/c2c(C)nn(C(C)(C)C)c2C)cc1Cl	2.2	13.3	52.4*	10.3	-4.4	-19.6	51.6*	19.3
CC(C)(C)c1nc2c(s1)CCc1onc(-c3ccc(Cl)cc3)c1-2	-3.4	10.1	-22.3	0.0	-8.8	-11.4	11.7	-1.1
CC1C(=O)CC(c2ccc([N+](=O)[O-])cc2)NC1c1ccc([N+](=O)[O-])cc1 (stereo unspecified)	3.6	14.4	5.2	-0.4	-0.6	-2.2	4.7	-0.9

(continued)
SMILES	HKDC1 inh	SENP8 block	SENP6 block	MPTP inh	NR3A LBD binder	ATG4B inhibitor	SENP7 block	PfGluPho inh
COc1cc(C2CC(c3cccnc3)=NN2c2ccc(F)cc2)cc(OC)c1OC (stereo unspecified)	-3.9	-378.7	-3.5	0.9	0.7	-8.9	1.7	4.7
COc1ccc2c(CC(=O)NCCN3C(=O)S/C(=C\c4cccnc4)C3=O)coc2c1	-3.8	-43.1	11.3	0.2	-0.2	-9.1	-8.4	21.8
CC(C)CC(NC(=O)C1CCCCC1)C(=O)NCc1ccccn1 (stereo unspecified)	-2.2	19.0	-13.9	0.7	0.5	-21.7	-4.7	5.9
C#Cc1ccc([C@@H]2C=C(C(=O)N3CCN(Cc4ccc5c(c4)OCO5)CC3)O[C@H](OCC)[C@H]2CCCO)cc1	-1.9	-0.1	-1.1	0.2	-1.0	-3.3	-5.7	-10.1

2 entries from above, bar-delimited.
smiles | HKDC1 inh | SENP8 block | SENP6 block | MPTP inh | NR3A LBD binder | ATG4B inhibitor | SENP7 block | PfGluPho inh
CC(C)CC(NC(=O)C1CCCCC1)C(=O)NCc1ccccn1 (stereo unspecified) | -2.2 | 19.0 | -13.9 | 0.7 | 0.5 | -21.7 | -4.7 | 5.9
C#Cc1ccc([C@@H]2C=C(C(=O)N3CCN(Cc4ccc5c(c4)OCO5)CC3)O[C@H](OCC)[C@H]2CCCO)cc1 | -1.9 | -0.1 | -1.1 | 0.2 | -1.0 | -3.3 | -5.7 | -10.1

Bioassay records from PubChem BioAssay.
